Lipid droplet: modulators of hepatic lipid droplet formation; AML12 mouse hepatocytes, oleate lipid droplets, BODIPY imaging; inhibition, % at 6.5 µM; actives 0.4% (n = 240,000); AID 1656;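 active means lipid droplet intensity inhibited by at least 50%, with more than 500 cells counted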
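System: AML12 hepatocytes (mouse). Probe or stimulus: oleic acid at 100 µM to induce lipid droplet formation. Times: overnight treatment with compound plus oleate. Detection: Image-based BODIPY and DAPI two-channel analysis. Evaluation: percent inhibition of filter-corrected integrated lipid droplet intensity per well.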
K1F lysis inhibition: inhibition of K1F phage lysis, E. coli UTI89, bacterial capsule biogenesis inhibitors, alamar blue (AID 488966); actives 0.02% (n = 340,000); inhibition, % at 100 µM, or IC50 in µM where a hit was titrated; E. coli UTI89 K1F phage lysis, alamar blue, 2 h; higher % means a stronger effect;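 active means phage lysis inhibition, versus mean bacterial control, above a set limit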;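 further: capsule biogenesis inhibitors block K1F phage lysis so surviving cells raise fluorescence; higher fluorescence means more inhibition of phage lysis; actives were called in the ten point dose series up to 300 µM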
M17LAP inhibition: P. falciparum M17LAP inhibitors, primary screen, biochemical, fluorogenic H-Leu-NHMec substrate, 1536-well (AID 1619); inhibition, % at 30 µM, or IC50 in µM where a hit was titrated; recombinant M17LAP, H-Leu-NHMec fluorogenic kinetic assay; higher % means a stronger effect; actives 0.38% (n = 220,000);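 active means compound inhibiting the enzyme by more than half at any dose during confirmatory dose-response retesting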;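 further: plate controls were full reaction with DMSO carrier for no effect and no enzyme background for full effect; strong numbers were not always called active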
P. falciparum M1AAP: malaria alanyl aminopeptidase activity blockers – biochemical, fluorogenic H-Leu-NHMec substrate, 1536-well (AID 1445); recombinant M1AAP, H-Leu-NHMec fluorogenic kinetic assay; higher % means a stronger effect; one-dose inhibition, % at 30 µM; IC50 in µM for titrated hits; actives 0.42% (n = 220,000);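 active means primary inhibition above the hit cutoff, then over 50% inhibition at one or more dose response concentrations, cut at about 23% in these data, passing the limit was not always enough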;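 further: plate controls were DMSO full reaction for no effect and no enzyme background for full effect; strong numbers were not always called active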
PMI inhibition: MPI inhibition at elevated mannose 6-phosphate – biochemical, fluorescence intensity, high mannose 6-phosphate, primary screen (AID 1220) | recombinant PMI enzyme, coupled fluorescence intensity; higher % means a stronger effect | inhibition, % at 20 µM; hits with a dose series show IC50 in µM | actives 0.66% (n = 190,000)
TNAP activators: stimulation of alkaline phosphatase TNAP activity – biochemical, luminescent, no phosphate acceptor, uHTS, primary screen (AID 1001). purified TNAP, luminescent activation assay, no phosphate acceptor; higher activation fold means a stronger effect. actives 0.03% (n = 200,000). activation fold at 20 µM, or EC50 in µM where a hit was titrated; in the data active means activation fold from about 3, or a potency from the dose series; inactive means the rest, 99 in 100 with activation fold below about 1.6; further: many of its hits are not listed in these tables
XIAP displacement: small molecules displacing peptide from XIAP – biochemical, IAP family, fluorescence polarization (AID 1018) | XIAP BIR domain, fluorescence polarization peptide displacement; higher % means a stronger effect | displacement, % at 20 µM; hits with a dose series show IC50 in µM | actives 0.007% (n = 200,000); in the data active means displacement above about 50%; further: a part of the inactive calls stands beside numbers as strong as those of hits
SIAH1 antagonists: Siah-1 peptide-binding antagonists, primary screen, biochemical, fluorescence polarization, rhodamine-plectin, uHTS (AID 1817); displacement, % at 20 µM, or IC50 in µM where a hit was titrated; actives 0.02% (n = 290,000); Siah-1 / rhodamine-plectin peptide fluorescence polarization; higher % means a stronger effect;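 active means displacement of at least 50% at 20 µM, with a fluorescence ratio check between 0.3 and a set limit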;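 further: plate controls were Siah plus tracer with DMSO for no effect and tracer alone without Siah for full effect; strong numbers were not always called active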
PMI inhibitors: inhibitors of human PMI, primary screen, biochemical, fluorescence intensity, coupled assay (AID 1209). purified PMI enzyme, coupled fluorescence intensity; higher % means a stronger effect. inhibition, % at 20 µM; hits with a dose series show IC50 in µM. actives 0.42% (n = 190,000);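 further: plate controls were DMSO vehicle for no effect and wells lacking substrate for full effect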
Lipid droplet cells 6.5 µM: second read-out of Lipid droplet, no call of its own (marks repeat the call); cell count; measured here: cell count, cytotoxicity flag;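 cells counted across two imaged fields per well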
Numbers without * were called inactive; . = no result given; [ ] = remark or other dose. Unless noted, no stated cut-off is given here; in the data, active means inhibition above about 50%; inactive means the rest.

SMILES	Lipid droplet	Lipid droplet cells 6.5 µM	K1F lysis inhibition	M17LAP inhibition	P. falciparum M1AAP	PMI inhibition	TNAP activators	XIAP displacement	SIAH1 antagonists	PMI inhibitors
CCO[C@@H]1OC(C(=O)N2CCOCC2)=C[C@H](C2CCCCC2)[C@H]1CCCO	0	733	1.8%	-7%	0%	-2%	1	-3.0%	4%	3%
Cc1ccc(C)c(S(=O)(=O)N2CCN(CC(=O)Nc3ccc4c(c3)CCC4)CC2)c1	0	602	0.0%	19%	-6%	14%	1.2	-0.5%	5%	15%
Nc1ccc(NC(=O)Nc2ccc(N)cc2)cc1	17	773	-0.8%[50 µM]	-8%	-1%	.	.	.	0%	.
C=CCOc1ccc(-c2nc3c(c(=O)[nH]c(=O)n3CCCC)n2C)cc1OC	5	656	1.0%	6%	9%	-3%	1	-9.2%	-1%	-3%
CC(C)NC(=O)c1ccc(OC2CSC2)cc1	.	.	0.7%	3%	7%	2%	1.1	0.0%	1%	6%
O=C(Nc1nnc(-c2ccccc2)o1)C1CCCCC1	5	615	-0.5%	10%	3%	12%	1	-4.6%	3%	6%
CCN1C(=O)CC(N2CCN(c3ccc(C(=O)c4ccncc4)cc3)CC2)C1=O (stereo not given)	-6	729	7.4%	31%	9%	-10%	1.1	-1.1%	2%	-8%
O=c1oc2ccc(Cl)cc2cc1-c1ccccc1	-16	654	1.8%[50 µM]	-6%	4%	-5%	1	-3.9%	9%	14%
N#Cc1nc(N2CCOCC2)nc(N2CCOCC2)n1	.	.	0.1%	-8%	5%	-3%	1	-11%	-4%	2%
C=CCN1C(=O)/C(=C/c2ccccc2)S/C1=N/c1nccs1	10	692	0.0%	2%	2%	-2%	1.1	0.1%	5%	-3%
COc1cccc(N/N=C(\C#N)S(=O)(=O)C(C)(C)C)c1	-7	688	.	27µM*	11%	-5%	1.1	-5.3%	6%	-15%
COc1ccc(CNC(=O)CCCc2ccccc2)cc1	0	695	1.9%	-3%	0%	9%	1	-18%	0%	5%
CS(=O)(=O)N1N=C(c2cccs2)CC1c1ccccc1F (stereo not given)	10	731	-0.1%	-2%	-1%	8%	1	-7.2%	10%	8%
O=C(c1ccc(S(=O)(=O)N2CCOCC2)cc1)N(c1ccccc1)C1C=CS(=O)(=O)C1 (stereo not given)	-9	681	-1.7%	-12%	4%	14%	1.1	-6.2%	2%	12%
CSCCC(NC(=O)/C(=C\c1ccc(Cl)cc1)NC(=O)c1ccccc1)C(=O)O (stereo not given)	-7	729	-0.3%	4%	3%	-1%	1.1	-1.0%	-2%	-5%
CC(=O)N(Cc1ccc(F)cc1)Cc1nc2ccccc2c(=O)[nH]1	-13	748	1.3%	11%	6%	-6%	1	-1.8%	8%	-1%
C=CCn1c(SCC(=O)Nc2ccccc2)nnc1-c1cccc(S(=O)(=O)N2CCOCC2)c1	.	.	0.3%	3%	1%	3%	1.1	0.6%	-3%	-1%
O=C(CN1CC(=O)Oc2ccccc21)OCC(=O)c1ccc(F)cc1	2	727	1.9%	-2%	-11%	0%	2	-9.6%	-13%	-11%
CCOC(=O)c1cn[nH]c1NC(=S)Nc1ccc(OC)cc1	-8	714	0.4%	0%	-5%	.	.	.	-7%	.
O=C(Nc1cnn(Cc2ccc(F)cc2)c1)c1cc(-c2cccs2)on1	-8	744	-0.6%	-1%	3%	-10%	1.2	-4.5%	0%	-7%
CCC(NC(=S)NCc1ccccc1)C(=O)O (stereo not given)	-7	733	5.2%	-10%	10%	-4%	1.1	-4.7%	-2%	-6%
Cc1cccc(CSc2ncnc3nc[nH]c23)c1	7	615	-0.4%	9%	10%	16%	1.4	-1.4%	17%	15%
Cc1cc(C)n(-c2cc(C(=O)O)cc(C(=O)O)c2)n1	4	729	-1.0%	-10%	2%	-12%	1.1	-4.2%	10%	-7%
CCN(CC)CCCNC(=O)C1c2ccccc2C(=O)N(C)C1c1ccc(OC)cc1 (stereo not given)	.	.	-0.2%	9%	2%	-8%	1	-23%	2%	-15%
Cc1cc(C)nc(NS(=O)(=O)c2ccc(NC(=O)c3cccs3)cc2)n1	-5	753	0.4%	16%	12%	-2%	1.1	-6.0%	0%	4%
CC1(C(=O)O)CCC(C(=O)NC2CCCCCC2)C1(C)C (stereo not given)	.	.	2.2%	-22%	-8%	4%	1.1	-7.4%	2%	1%
CCC(C(=O)NC1CCCC1)N(C(=O)Cn1nnc(-c2cccs2)n1)c1cnc2ccccc2c1 (stereo not given)	-3	682	0.2%	3%	0%	12%	1	-4.1%	-3%	9%
CC1Cc2ccccc2N1C(=O)CSc1ncc(-c2ccc(F)cc2)n1C (stereo not given)	-5	620	-0.1%	5%	-4%	17%	1.2	-8.5%	6%	29%
O=C1CN=C(Nc2ccccc2Cl)N1Cc1ccc2c(c1)OCO2	-155	760	1.0%	13%	5%	-4%	1.1	-1.8%	0%	-23%
CCOC(=O)c1cnc2ccc(C)cn2c1=O	7	675	0.3%	-39%	4%	.	.	.	-5%	.

Shown as comma-separated lines: part of the list above.
structure,Lipid droplet,Lipid droplet cells 6.5 µM,K1F lysis inhibition,M17LAP inhibition,P. falciparum M1AAP,PMI inhibition,TNAP activators,XIAP displacement,SIAH1 antagonists,PMI inhibitors
Nc1ccc(NC(=O)Nc2ccc(N)cc2)cc1,17,773,-0.8%[50 µM],-8%,-1%,.,.,.,0%,.
C=CCOc1ccc(-c2nc3c(c(=O)[nH]c(=O)n3CCCC)n2C)cc1OC,5,656,1.0%,6%,9%,-3%,1,-9.2%,-1%,-3%

The main list resumes, starting three compounds before the break.
SMILES	Lipid droplet	Lipid droplet cells 6.5 µM	K1F lysis inhibition	M17LAP inhibition	P. falciparum M1AAP	PMI inhibition	TNAP activators	XIAP displacement	SIAH1 antagonists	PMI inhibitors
CC1Cc2ccccc2N1C(=O)CSc1ncc(-c2ccc(F)cc2)n1C (stereo not given)	-5	620	-0.1%	5%	-4%	17%	1.2	-8.5%	6%	29%
O=C1CN=C(Nc2ccccc2Cl)N1Cc1ccc2c(c1)OCO2	-155	760	1.0%	13%	5%	-4%	1.1	-1.8%	0%	-23%
CCOC(=O)c1cnc2ccc(C)cn2c1=O	7	675	0.3%	-39%	4%	.	.	.	-5%	.
COc1cccc(NC(=O)C(NCC(C)(C)CN(C)C)c2ccccc2)c1 (stereo not given)	-1	802	5.8%	5%	-6%	3%	1.1	-5.1%	0%	15%
CCC(C)(C)NC(=O)C(c1ccc(O)cc1)N(C(=O)Cn1nnc2ccccc21)c1ccc(NC(C)=O)cc1 (stereo not given)	7	793	0.1%[50 µM]	2%	0%	.	.	.	-4%	.
OC(COc1ccccc1)Cn1cc(Br)cn1 (stereo not given)	.	.	6.0%	12%	6%	5%	1.1	-4.3%	0%	3%
CCn1nnnc1NCc1c(OC)ccc2ccccc12	3	681	0.1%	-2%	7%	16%	1.1	1.1%	5%	6%
Cc1csc(NC(=O)CN(C)S(=O)(=O)c2cccc3cccnc23)n1	.	.	-3.9%	-7%	-5%	2%	1	-9.2%	-4%	4%
COc1ccccc1Nc1nc(-c2ccccc2)nc2ccccc12	1	649	0.1%	-5%	11%	-4%	1.1	-9.7%	2%	0%
NC1=NC(=O)/C(=C/c2c(OS(=O)(=O)c3ccc(Cl)cc3)ccc3ccccc23)S1	10	729	2.0%[50 µM]	10%	6%	-18%	1.1	-5.4%	9%	-21%
Cc1cc(C)cc(NC(=O)N2CCCC2C(=O)Nc2ccc(-n3cnnn3)cc2)c1 (stereo not given)	9	732	0.0%	3%	-4%	-9%	1	-2.8%	-3%	-6%
CCCCn1c(NC(C)CC)nc2c1c(=O)[nH]c(=O)n2C (stereo not given)	.	.	1.6%	9%	7%	-1%	1	-2.3%	-2%	-18%
CC1(C)CC(=O)C2=C(C1)N(Cc1cccnc1)C(=O)C2(NC(=O)C1CC1)C(F)(F)F (stereo not given)	-7	695	-0.1%	18%	-2%	13%	1	0.9%	-2%	18%
O=C(CSc1nc2ccccc2c(=O)n1-c1ccccc1)c1c[nH]c2ccccc12	4	602	0.2%	1%	1%	6%	1.2	-0.1%	6%	21%
Cc1[nH]c2ccc(C(=O)O)cc2c1C	6	827	0.1%	-2%	1%	-4%	1.1	-9.1%	-5%	2%
CCOc1ccc(C(=O)Nc2ccc3c(c2)OCCO3)cc1OC	0	713	-0.4%	6%	1%	7%	1.1	-21%	0%	12%
COc1ccccc1NC(=O)Cn1cc(C#N)c2ccccc21	-9	823	5.5%	-48%	0%	2%	1.1	-10%	-3%	4%
Nc1nc(N2CCOCC2)nc2ccccc12	12	773	3.3%	-12%	2%	-4%	1.1	-5.1%	5%	9%
O=C(Nc1c(F)cc(F)cc1Br)c1cc(S(=O)(=O)N2CCN(c3ccccn3)CC2)ccc1F	3	664	0.2%	3%	0%	-2%	1.1	-6.4%	2%	-6%
O=C(NCc1ccco1)c1ccccc1NS(=O)(=O)c1ccc2c(c1)OCCO2	-6	756	-0.1%	5%	12%	2%	1.2	-3.6%	3%	12%
O=C(Nc1cccc2nsnc12)c1ccc(-c2cccc(Cl)c2)o1	.	.	-1.9%	8%	13%	50%*	1.1	-4.4%	-2%	24%
Cc1nn(-c2ccccc2)c2sc(-c3nnc(SCC(=O)O)o3)cc12	17	798	0.7%[50 µM]	-40%	10%	-2%	1.1	-3.3%	0%	3%
Cc1cccc(N=Nc2c(N)n[nH]c2-c2ccc(Cl)cc2)c1	.	.	12%	-1%	0%	8%	1.1	-3.0%	1%	8%
O=C(N/N=C/c1cccc([N+](=O)[O-])c1)C1COc2ccccc2O1 (stereo not given)	-24	684	-0.1%	-11%	-7%	-6%	1	-3.2%	2%	-6%
COC(=O)c1ccc(NC(=O)C2C3CCC(C3)C2C(=O)O)cc1 (stereo not given)	9	763	0.3%	39%	-2%	-4%	1	-2.1%	-2%	-6%
COc1ccc(F)cc1CN1CCN(C(=O)CCC(=O)Nc2nnc(C(C)C)s2)CC1	.	.	0.4%	-4%	4%	27%	1.1	3.2%	-4%	5%
Cc1cccc(C(=O)N/N=C/c2cc(Br)c(Br)o2)c1	-14	726	4.1%[50 µM]	-3%	3%	-14%	1.1	-10%	-2%	-10%
Cc1onc(C(=O)Nc2sc3c(c2C#N)CCCC3)c1[N+](=O)[O-]	4	751	-0.1%	24%	19%	31%	1	-9.9%	-6%	28%
Cc1ccc(NCc2ccc(Cl)nc2)c(NCc2ccc(Cl)nc2)c1	-26	707	0.9%	-2%	5%	-88%	0.9	-5.8%	1%	-63%
O=C(NCc1nnc(SCC(=O)N2CCc3ccccc32)o1)c1cccs1	-5	699	0.1%	-7%	4%	-12%	1.1	-3.0%	-5%	-12%
CCS(=O)(=O)Nc1ccc2c(c1)OCO2	10	720	-1.1%	5%	1%	29%	1.1	-1.9%	7%	14%

Compound activity as filed in PubChem BioAssay.
